MrgX1 agonist: agonists of human MrgX1 receptor. actives 0.44% (n = 310,000). B-score at 10 µM. AID 588627. Q96LB2. MrgX1-HEK293 cells, Fluo-4 calcium fluorescence, agonist mode; active compounds read high;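 active = calcium response B-score plate-corrected fluorescence ratio at least 3 library SD, with starting fluorescence B-score inside 5 SD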
Target sequence (Q96LB2 whole entry, looked up): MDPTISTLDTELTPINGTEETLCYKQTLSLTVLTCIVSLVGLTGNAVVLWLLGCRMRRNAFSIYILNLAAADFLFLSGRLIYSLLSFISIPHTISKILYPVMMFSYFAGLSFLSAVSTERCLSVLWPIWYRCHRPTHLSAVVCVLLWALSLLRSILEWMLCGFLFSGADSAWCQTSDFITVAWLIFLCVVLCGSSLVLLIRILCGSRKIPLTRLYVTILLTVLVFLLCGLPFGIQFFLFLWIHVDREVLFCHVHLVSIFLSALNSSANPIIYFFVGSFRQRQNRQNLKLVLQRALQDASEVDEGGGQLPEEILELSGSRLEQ
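Test system: Stable human MrgX1 HEK293 cell line | Schedule: Overnight plating before 1 h dye loading | Read-out basis: Baseline-normalised fluorescence change ratio, B-scored | Detection: Kinetic calcium dye fluorescence, Fluo-4 NW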
PolyA inh: inhibitors of polyadenylation in S. cerevisiae; actives 0.02% (n = 300,000); S. cerevisiae SKY197-pL101 polyadenylation reporter, beta-gal luminescence; efflux-impaired pdr1/pdr3 knockout yeast; score 100 = 6 SD above DMSO; calls only at 12 µM;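 active = lowest replicate activity score at least 50, where 100 means six control SD above control mean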;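 also: yeast exposed to compound for 9 h at 30 °C; higher score means more reporter readthrough which indicates perturbed polyadenylation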
TRPC6 activator: mouse TRPC6 channel activation | Q61143 | HEK293-TRPC6 membrane potential dye fluorescence; active compounds read high | B-score at 10 µM | actives 0.13% (n = 310,000);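 active = B-score of the integrated fluorescence ratio above library mean plus 3 SD, and starting fluorescence ratio within library mean plus 5 SD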;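 also: higher score means more depolarization so channel activation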
TRPC4 potent: TRPC4 (mouse) allosteric potentiation; Q9QUQ5; HEK293 TRPC4beta/mu-opioid, DAMGO EC20, Fluo-4 Ca2+ flux; active compounds read high; B-score at 10 µM; actives 0.42% (n = 310,000); AID 2227;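 active = B-score of calcium response area above 5 SD of library B-scores, with initial fluorescence ratio within 5 SD of library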;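 also: B-score of integrated fluorescence ratio over time as area under calcium response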
MrgX1 allo act: allosterically activates human MrgX1 receptor signaling; AID 588675; actives 0.63% (n = 310,000); B-score at 10 µM; MrgX1-HEK293, Fluo-4 calcium flux, FDSS; active compounds read high; Q96LB2;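 active = plate-corrected calcium response at least 3 library SD above typical, normal starting fluorescence, not activating the receptor alone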;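 also: compound read alongside a low EC10 to EC30 dose of BAM8-22 agonist; peak minus trough fluorescence over baseline measured at the second addition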
AI-2 QS mod: Vibrio harveyi AI-2 quorum sensing modulation. actives 0.4% (n = 300,000). Vibrio harveyi JMH597 AI-2 luminescence/OD600 ratio, 9 h; active compounds read low; strain lacks LuxN and CqsS sensors; 0 = neutral-control median. AID 2094. activity change, % at 7.5 µM; in the data active = activity change below about -75%, passing the limit was not always enough;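 also: luminescence divided by OD600 gain over 9 h not by final OD600 alone; inactives centre near 13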
HIF act: HIF pathway transcriptional activation. actives 0.32% (n = 300,000). activation, % at 7.5 µM (by protocol). U2OS HRE-luciferase reporter, luminescence; normalized: DMSO 0%, desferrioxamine 100%. AID 1910;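 active = mean activation of at least 10% of the iron chelator positive control signal, with at least half of replicates also reaching 10%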
TRPC4 act: opens the mouse TRPC4 cation channel. actives 0.49% (n = 310,000). Q9QUQ5. HEK293 TRPC4beta/mu-opioid, Fluo4 calcium fluorescence; active compounds read high. B-score at 10 µM;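 active = B-score above 5 SD of library B-scores, and initial fluorescence ratio not above library mean plus 5 SD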;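 also: positive B-score marks a calcium rise read as TRPC4 activation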
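Incubation: 45 min room-temperature Fluo4 loading, 110 s read / System: HEK293 cells stably co-expressing mouse TRPC4beta and mu-opioid receptor / Signal: Fluo4 fluorescence, kinetic / Control set: buffer (low) and maximal DAMGO (high) / Measure: integrated baseline-normalised fluorescence ratio, converted to per-well B score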
TRPC6 inhibitor: blocks the mouse TRPC6 cation channel. Q61143. B-score at 10 µM. HEK293-TRPC6, membrane potential dye, ACh-evoked depolarization; active compounds read low. AID 2553. actives 1.1% (n = 310,000);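 active = B-score under library mean minus 3 SD, initial fluorescence not abnormally high, positive integrated signal ratio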;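 also: B-score derived from integrated fluorescence ratio over the kinetic read; more negative B-score means stronger inhibition of depolarization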
TRPC4 inh: TRPC4 (mouse) channel inhibition. B-score at 10 µM. HEK293 TRPC4beta/mu-opioid, DAMGO-evoked Fluo4 calcium flux; active compounds read low. actives 0.39% (n = 300,000). Q9QUQ5;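 active = B-score over 3 SD under the library average, no early fluorescence shift, positive overall ratio signal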
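material = TRPC4beta/mu-opioid receptor HEK293 cell line | probe or stimulus = sequential submaximal and maximal DAMGO stimulation | compound dosing = one concentration per compound | measured by = Fluo4 Ca2+ flux fluorescence | evaluation = integrated fluorescence ratio relative to baseline, converted to per-well B score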
MrgX1 antag: blocks BAM8-22 activation of human MrgX1 receptor. MRGX1-HEK293 calcium flux, Fluo-4, BAM8-22 antagonism; active compounds read low. AID 588676. B-score at 10 µM. actives 1.3% (n = 310,000);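 active = calcium-response B-score plate-corrected more than 3 library SD below zero, starting fluorescence within 5 deviations, no agonist response on first addition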;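 also: peak minus trough fluorescence over baseline after final BAM8-22 challenge near maximal dose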
An asterisk follows results filed as active; i = inactive; x = no result given. A portion of the library; count on the stated rates, not on these rows.

SMILES	MrgX1 agonist	PolyA inh	TRPC6 activator	TRPC4 potent	MrgX1 allo act	AI-2 QS mod	HIF act	TRPC4 act	TRPC6 inhibitor	TRPC4 inh	MrgX1 antag
CCCCn1c(N)c(N(CCOC)C(=O)C2CCN(S(=O)(=O)c3ccc(C)cc3)CC2)c(=O)[nH]c1=O	i	i	i	i	i	20.7	-0.1	i	i	i	i
O=C(O)Cn1nc(C(F)(F)F)c2c1CCC2	i	i	i	i	i	24.1	-0.1	i	i	i	i
O=C(CN1N=C(c2ccc(Cl)cc2)CCC1=O)NCc1cccnc1	i	i	i	i	i	11.3	-0.5	i	i	i	i
C=CCn1c(SCc2cccc3ccccc23)nnc1-c1cccnc1	i	i	i	i	i	5.9	0.0	i	i	i	i
COC(=O)CCNC(=O)c1nn(Cc2ccccc2)c(=O)c2ccccc12	i	i	i	i	i	18.9	0.8	i	i	i	i
CCCOC(=O)C(C)Sc1n[nH]c(=O)[nH]c1=O (stereo unspecified)	i	i	i	i	i	-0.1	0.0	i	i	i	i
CCOC(=O)c1ccc(NS(=O)(=O)c2ccc(Cl)nc2)cc1	i	i	i	i	i	-15.4	-0.2	i	i	i	i
CCOC(=O)C1CCN(C(=O)c2ccc3c(c2)NC(=O)/C(=C/c2ccccc2)S3)CC1	i	i	i	i	i	26.1	-0.4	i	i	i	i
COc1cccc(CNC(=O)CCCC(=O)Nc2cccc([N+](=O)[O-])c2)c1	i	i	i	i	i	33.3	-0.7	i	i	i	i
CN(C)c1cccc2c1c(NS(=O)(=O)c1cn(C)cn1)nn2C	i	i	i	i	i	14.6	-0.1	i	i	i	i
O=c1cc(-c2ccccc2Cl)oc2c(Br)ccc(O)c12	i	i	i	i	i	17.3	1.3	i	i	i	i
CC1(C)Cc2c(sc3nc(SCC(=O)NCc4ccccc4)n(-c4ccccc4)c(=O)c23)CS1	i	i	i	i	i	6.9	-10.0	i	i	i	i
CCN(CC)S(=O)(=O)c1csc(C(=O)NCc2ccccc2)c1	i	i	i	i	i	24.9	1.6	i	i	i	i
COc1ccc(OC)c(NC(=O)c2ccc3c(c2)C(=O)N(c2ccc(OC(C)=O)cc2)C3=O)c1	i	i	i	i	i	0.7	-0.9	i	i	i	i
COc1ccc2[nH]c(=O)c(CN(Cc3nnnn3CCc3ccccc3)CC3CCCO3)cc2c1 (stereo unspecified)	i	i	i	i	i	11.5	0.1	i	i	i	i
COc1ccc(OC)c2[nH]c(=O)c(CCNC(C)=O)cc12	i	i	i	i	i	13.5	0.0	i	i	i	i
COc1ccc(NC(=O)CCN2C(=O)/C(=C/c3ccc4c(c3)OCO4)SC2=S)cc1	i	i	i	i	i	9.1	-0.3	i	i	i	i
Cc1c(NC(=O)C(C)OC(=O)c2ccc([N+](=O)[O-])s2)c(=O)n(-c2ccccc2)n1C (stereo unspecified)	i	i	i	i	i	20.1	0.2	i	i	i	i
OCCN1CCN(CCOc2ccccc2-c2ccccc2)CC1	i	i	i	i	i	8.6	x	i	i	i	i
CCOC(=O)c1c(C)nc(C)c(C(=O)OCC)c1-c1ccco1	i	i	i	i	i	21.5	-0.4	i	i	i	i
COCCCNC(=O)c1ccccc1C(F)(F)F	i	x	i	i	i	8.1	x	i	i	i	i
O=C(Nc1ccsc1C(=O)NC1CCCCC1)c1ccccc1	i	i	i	i	i	17.9	-0.3	i	i	i	i
N#Cc1c(-c2ccccc2)nc(SCc2cccc(C(F)(F)F)c2)[nH]c1=O	i	i	i	i	i	11.0	0.2	i	i	i	i
CSc1ncc(CN2CCCC(C(=O)Nc3ccc(-c4ccco4)cc3)C2)cn1 (stereo unspecified)	i	i	i	i	i	4.3	-0.5	i	i	i	i
COc1nc(Oc2ccc(=O)n(C)n2)nc(N(C)C)n1	i	i	i	i	i	1.9	0.1	i	i	i	i
Clc1cccc(CSc2ccc(-c3cccnc3)nn2)c1	i	i	i	i	i	-91.3*	0.4	i	i	i	i
COc1ccc2c(c1OC)C(=O)N(c1ccc(C)cc1)C2	i	i	i	i	i	15.5	2.1	i	i	i	i
CCOc1ccc(C(C)=O)cc1N1C(=O)C2C3C=CC(C3)C2C1=O (stereo unspecified)	i	i	i	i	i	14.8	0.1	i	i	i	i
CCC(=O)Oc1ccc(C(=O)Nc2c[nH]c(=O)[nH]c2=O)cc1	i	i	i	i	i	49.6	-0.2	i	i	i	i
CN(C)CCCNC(=S)N(CCO)Cc1cc2cc3c(cc2[nH]c1=O)OCO3	i	i	i	i	i	x	-0.1	i	i	i	i
O=C1CCCC2=C1C(c1ccsc1)CC(=O)N2c1ccccc1F (stereo unspecified)	i	i	i	i	i	1.9	0.5	i	i	i	i
Cn1c(SCC(=O)c2c(N)n(C)c(=O)n(C)c2=O)nnc1-c1ccccc1	i	i	i	i	i	7.2	-0.2	i	i	i	i
O=C(CCc1ccccn1)N1CCCC(Nc2cccc(F)c2)C1 (stereo unspecified)	i	i	i	i	i	35.4	-0.5	i	i	i	i
COc1ccccc1CC(=O)N1CCC(n2nccc2NC(=O)C2CCOC2)CC1 (stereo unspecified)	i	i	i	i	i	-0.8	0.0	i	i	i	i
CC(=O)c1cccc(NC(=O)c2ccc(C(=O)Nc3cccc(C(C)=O)c3)nc2)c1	i	i	i	i	i	18.4	0.2	i	i	i	i
O=C(NCc1csc(-c2cccs2)n1)c1cccc(Cl)c1	i	i	i	i	i	-4.9	x	i	i	i	i
Cc1cccc(CSc2ncccc2C(=O)O)c1	i	i	i	i	i	32.8	-0.2	i	i	i	i
Nc1ccc(Br)cc1Br	i	i	i	i	i	2.8	0.6	i	i	i	i
CCCCCC1CC(CC(C)C(=O)Nc2nncs2)C(=O)O1 (stereo unspecified)	i	i	i	i	i	15.7	-0.1	i	i	i	i
O=C1C2C3C=CC(C3)C2C(=O)N1CCN1CCN(S(=O)(=O)c2ccc3ccccc3c2)CC1 (stereo unspecified)	i	i	i	i	i	45.8	0.4	i	i	i	i
CC1CCN(C(=O)Nc2cccc(NC(=O)N3CCC(C)CC3)c2)CC1	i	i	i	i	i	20.4	0.1	i	i	i	i
O=C(NCC(c1ccco1)N1CCN(c2ccccc2F)CC1)c1ccco1 (stereo unspecified)	i	i	i	i	i	1.3	1.1	i	i	i	i
CC1=C(C(=O)OCc2ccccc2)C(c2ccc(-c3ccccc3)cc2)NC(=O)N1CCCC(=O)O (stereo unspecified)	i	i	i	i	i	-6.6	0.9	i	i	i	i
COc1ccc(CN=C2NN=C(c3ccc(Cl)cc3)CS2)cc1	i	i	i	i	i	23.2	2.1	i	i	-6*	i
Cc1ccc(C(=O)Nc2cccc3cccnc23)cc1C	i	i	i	i	i	28.6	2.4	i	i	i	i
C=CCn1c(SCC#N)nc2sc(CC)cc2c1=O	i	i	i	i	i	42.0	-0.9	i	i	i	i
CSc1nc(N)nc(SCC(=O)Nc2ccc(Cl)cc2)c1C#N	i	i	i	i	i	8.2	1.1	i	i	i	i
Cc1cccc(NCc2ccccc2O)c1C	i	i	i	i	i	19.6	-0.1	i	i	i	i
Cc1cc(NC(=O)COc2ccccc2C)ccc1NC(=O)c1ccco1	i	i	i	i	i	28.9	0.5	i	i	i	i
Cc1nc(-c2ccccc2)sc1-c1ccn[nH]1	i	i	i	i	i	21.8	0.5	i	i	i	i
O=C(Nc1ccc(F)cc1)N1CCCN(c2nccc(C(F)(F)F)n2)CC1	i	i	i	i	i	5.0	-0.1	i	i	i	i
Cc1cccc(Cc2nnc(CCC(=O)N(C)Cc3ccncc3C)o2)c1	i	i	i	i	i	2.9	-55.9	i	i	i	i
Cc1ccc(Cl)cc1NC(=O)Cn1nc(-c2cccs2)ccc1=O	i	i	i	i	i	-13.2	-0.5	i	i	i	i
O=C(COC(=O)CCC(=O)Nc1nccs1)NCc1ccco1	i	i	i	i	i	17.4	-0.2	i	i	i	i
Cc1ccc(C(O)(COC(=O)C(C)C)COC(=O)C(C)C)c(O)c1	i	i	i	i	i	32.3	0.3	i	i	i	i
CCOCCCN1C(=O)CN(C2CCCCC2)C(=O)C1c1ccc(OCC)c(OC)c1 (stereo unspecified)	i	i	i	i	i	19.3	-0.1	i	i	i	i
O=C(NCc1csc2ccccc12)Nc1cc(Cl)cc(Cl)c1	i	i	i	i	i	23.5	-0.6	i	i	i	-4.57*
CN(C)c1ccc(/C=N/Nc2ccc(-n3ccnc3)nn2)cc1	i	i	i	i	i	10.4	0.0	i	i	i	i
O=[N+]([O-])c1ccc(O)c2cccnc12	i	i	i	i	i	10.5	0.0	i	i	i	i
O=C(NCC1([N+](=O)[O-])CN(C(=O)c2ccccc2)CN(C(=O)c2ccccc2)C1)c1ccccc1	i	i	i	i	i	x	-1.1	i	i	i	i

Profiles, looked up by structure. Values in the order: MrgX1 agonist, PolyA inh, TRPC6 activator, TRPC4 potent, MrgX1 allo act, AI-2 QS mod, HIF act, TRPC4 act, TRPC6 inhibitor, TRPC4 inh, MrgX1 antag
O=C(Nc1ccc(F)cc1)N1CCCN(c2nccc(C(F)(F)F)n2)CC1 across the screens: i, i, i, i, i, 5.0, -0.1, i, i, i, i
CC1CCN(C(=O)Nc2cccc(NC(=O)N3CCC(C)CC3)c2)CC1 across the screens: i, i, i, i, i, 20.4, 0.1, i, i, i, i

Next entries:
SMILES	MrgX1 agonist	PolyA inh	TRPC6 activator	TRPC4 potent	MrgX1 allo act	AI-2 QS mod	HIF act	TRPC4 act	TRPC6 inhibitor	TRPC4 inh	MrgX1 antag
CCOc1ccc2[nH]c3c(NCC(C)C)ncnc3c2c1	i	i	i	i	i	9.7	1.3	i	i	i	i
CC(C)(C)n1nc2c(c1NC(=O)Cc1ccccc1)CS(=O)(=O)C2	i	x	i	i	i	-3.4	x	i	i	i	i
COCC(=O)Nc1ccc(C(N)=O)cc1	i	i	i	i	i	5.2	-1.3	i	i	i	i
COc1ccc(C(=O)Nc2ccccc2C(=O)NCc2ccco2)cc1	i	i	i	i	i	21.7	0.3	i	i	i	i
Cn1ncc(C(=O)Nc2ccc(Cl)cc2)c1C(F)(F)F	i	i	i	i	i	16.4	0.4	i	i	i	i
C=CCc1ccccc1OCCCCN1CCCC1	i	i	i	i	i	1.9	-0.1	i	i	i	i
Cc1ccccc1N1CC(C(=O)Nc2nnc(SCC(=O)Nc3nccs3)s2)CC1=O (stereo unspecified)	i	i	i	i	i	42.9	-0.4	i	i	i	i
